Source: PubChem (National Center for Advancing Translational Sciences (NCATS))
S3 lipid droplet = qHTS Assay for Lipid Storage Modulators in Drosophila S3 Cells; Drosophila S3 cells, BODIPY lipid droplet fluorescence, 18-24 h; cells fed with added oleic acid; Potency in µM for hits, for the others lipid storage change, negative = inhibition, % at the top dose, mostly 46.1 µM; hit rate 0.64% among 320,000; AID 2685; active means well fitted inhibition curve with a large enough effect in the signal ratio, with a control signal flat, not every such curve was filed as active; inconclusive means small, poorly fitted or top-dose-only effect, or effect the other way, or a change in a side signal; the % refers to the signal ratio
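Drosophila S3 cells got compounds at several concentrations plus oleic acid (400 uM solution). Laser-scanning cytometry with 488 nm excitation read lipid droplets at 500-530 nm and cells at 575-640 nm. Percent activity was relative to 20 uM Triacsin C.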
S3 lipid droplet cell count max = recorded beside S3 lipid droplet, whose call it bears; cell number change, %; measured here: cell count max response;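 cells counted by Cell Tracker Red CMTPX staining in the red channel; peak over a dose series mostly up to 46.1 µM; percent activity relative to internal control wells on each plate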
* hit, by the source's call; i = inactive; ? = inconclusive; · = no result given; [ ] = dose if it differs, or a comment. On the % scale 0 is the no-effect control and ±100 the full control effect; potency means the concentration at half of the fitted maximal effect.

S3 lipid droplet cell count max	S3 lipid droplet	SMILES
18	4%	COC(=O)c1cnc(NNC(=O)c2ccc([N+](=O)[O-])cc2)nc1C(F)(F)F
·	?	O=C1Nc2ccccc2C12OC1CCCCC1O2 (stereo not given)
·	?	CCOC(=O)N1CCC(Nc2c(NCCCN3CCN(c4ccc(OC)cc4)CC3)c(=O)c2=O)CC1
·	?	O=C(COc1ccc2c(c1)CCC2)NCc1ccc(Cl)cc1
·	?	CCCCn1c(N)c(N(CC(C)C)C(=O)c2ccco2)c(=O)[nH]c1=O
3	0%	N#Cc1ccc(Sc2ccccn2)c([N+](=O)[O-])c1
-10*	8.2µM*	Cc1cccc(NC(=O)c2c(C)cc(=O)oc2C)n1
-14	i	CCS(=O)(=O)N1CCN=C1SCc1ccc(F)cc1
·	?	CN(C)CCNC(=O)/C=C/c1cn(-c2ccccc2)nc1-c1cc2ccccc2oc1=O
·	?	Fc1ccc(C2C3=C(Nc4ncnn42)c2ccccc2OC3c2ccncc2)cc1 (stereo not given)
·	?	Cc1cccc(Cc2nnc(CCC(=O)N(C)CCc3ccccc3)o2)c1
-10	i	Cc1c(C(c2ccccc2Br)c2c(C)n(C)n(-c3ccccc3)c2=O)c(=O)n(-c2ccccc2)n1C
4	-14%	CN(CC(=O)NCc1cccnc1)S(=O)(=O)c1ccccc1
0	-4%	CCOC(=O)/C(=N/Nc1ccccc1OC)N1CCCc2ccccc21
1	-12%	CC1(C)C(=O)Nc2ccccc2N1C(=O)CSc1nc(-c2ccccc2)cs1
-2	-13%	COc1cccc(C(=O)CC(=O)C(=O)Nc2cccc([N+](=O)[O-])c2C)c1
-4	10%	CN(CC(=O)Nc1ccc(OC(F)(F)F)cc1)C(=O)/C=C/c1cc2c(cc1[N+](=O)[O-])OCO2
·	?	CCOc1ccc(NC(=O)CNC(=O)c2nn(-c3ccc(OC)c(OC)c3)c(=O)c3ccccc23)cc1
-3	-6%	Cc1ccc2nc(N/N=C/c3ccccc3F)nc(-c3ccccc3)c2c1
3	5%	CC(=O)NC(Cc1ccccc1)C(=O)NC1CCN(C(=O)NC2CCCCC2)CC1 (stereo not given)

Remaining list, next part
S3 lipid droplet cell count max	S3 lipid droplet	SMILES
·	?	CC(C)c1c(O)nc(SCC(=O)N2CCOCC2)[nH]c1=O
·	?	Oc1ccccc1/C=N/n1cnn(Cc2ccccc2Cl)c1=S
·	26%	CSc1ccccc1NC(=O)c1cc(CC(C)C)on1
11	i	Cc1cc(C(=O)OCC(=O)Nc2ccc(F)cc2F)c(C)o1
·	?	O=C(COC(=O)c1ccc(NS(=O)(=O)c2cccs2)cc1)NCc1ccco1
·	?	CCCN(CCC)CCCNC(=O)c1cc2c(=O)n(CC)c3ccccc3c2s1
-21	13%	CC(C)CNS(=O)(=O)c1ccc(CC(C)C)cc1
·	?	COc1ccc(CC(=O)NC2CCN(CC(=O)Nc3ccc4c(c3)OCCO4)CC2)cc1OC
·	?	CCN(CCn1cccn1)C(=O)CCc1nnc(Cc2c[nH]c3ccccc23)o1
·	?	CCc1noc(C)c1C(=O)NNC(=O)c1cc(OC)cc(OC)c1
·	17%	Cc1ccccc1C(=O)N/N=C/c1cccc2ccccc12
·	?	CCc1cccc(OCC2Cn3c(nc4c3c(=O)[nH]c(=O)n4C)O2)c1 (stereo not given)
17	0%	COc1ccc(CCNC(=O)COc2ccccc2[N+](=O)[O-])cc1OC
·	?	CCOC(=O)c1cnc2c(C)cccc2c1NCCc1ccc(OC)c(OC)c1
·	?	CC1(C(=O)NC2CCCCCCC2)CCC(=O)N1CCN1CCOCC1 (stereo not given)
-11	i	CCCCc1nnc(NC(=O)CSCc2cc(=O)n3ccsc3n2)s1
·	?	Cc1ccc(NC2=C/C(=N/S(=O)(=O)c3cccs3)c3ccccc3C2=O)cc1
-7	2%[9.22 µM]	Cn1c(SCC(=O)Nc2cccc(F)c2)nc2c([nH]c3ccccc32)c1=O
·	?	O=C(NCCc1nc2ccccc2[nH]1)/C(=C/c1ccco1)NC(=O)c1ccccc1Br
19	i	Cn1c(=O)c2c(nc3n2CC(COc2ccccc2)O3)n(C)c1=O (stereo not given)

Retrieved by structure from the list above (three):
S3 lipid droplet cell count max	S3 lipid droplet	SMILES
·	?	Cc1cccc(Cc2nnc(CCC(=O)N(C)CCc3ccccc3)o2)c1
-21	13%	CC(C)CNS(=O)(=O)c1ccc(CC(C)C)cc1
3	5%	CC(=O)NC(Cc1ccccc1)C(=O)NC1CCN(C(=O)NC2CCCCC2)CC1 (stereo not given)

A draw from above in order of SMILES length, largest number first.
S3 lipid droplet cell count max	S3 lipid droplet	SMILES
·	?	O=C(COC(=O)c1ccc(NS(=O)(=O)c2cccs2)cc1)NCc1ccco1
·	?	CCc1cccc(OCC2Cn3c(nc4c3c(=O)[nH]c(=O)n4C)O2)c1 (stereo not given)
11	i	Cc1cc(C(=O)OCC(=O)Nc2ccc(F)cc2F)c(C)o1

(listing goes on)
S3 lipid droplet cell count max	S3 lipid droplet	SMILES
0	11%	O=C(c1cccs1)N1CCN(Cc2ccncc2)CC1
·	?	CC(C)CSc1nnc2c(n1)[nH]c1ccccc12
3	9%	O=C(COc1ccccc1O)Nc1ccccc1Cl
-9	-1%	O=C(Nc1c(O)c2ccccc2[nH]c1=O)c1ccco1
·	?	O=C(Cc1cccs1)N(c1ccc(F)cc1)C1(C(=O)NC2CCCCC2)CCCC1
·	?	Nc1ccc2nc(SCC(=O)Nc3ccc(N4CCOCC4)c(Cl)c3)sc2c1
·	i	COc1ccc2c(C)cc(SCC(=O)c3ccc4c(c3)OCO4)nc2c1
·	?	O=C(COC(=O)Cc1ccsc1)Nc1ccc(Cl)cn1
·	?	C[n+]1ccc(/C=N/Nc2nc(Cl)c(C#N)c(Cl)c2Cl)cc1
-14	-14%	Cc1cc(N=CC2=C(O)CC(C)(C)CC2=O)no1
·	?	Cc1ccccc1NC(=O)NC1(C(=O)N2CCN(C)CC2)CCCCC1
0	1%	COc1cccc(C(=O)NCC(c2ccco2)N2CCOCC2)c1 (stereo not given)
·	?	Cc1cc(NC(=O)c2cc(-c3ccccc3C)nc3ccccc23)no1
·	?	Cc1ncc([N+](=O)[O-])n1CC(=O)Nc1ccc(OC(F)(F)Cl)cc1
7	8%	COc1ccccc1CNC(=O)C(C)Sc1ccc(C)cc1 (stereo not given)
·	?	O=C1OC(c2ccccc2)=C/C1=C/N1CCCCC1
·	?	Nc1nonc1C(=O)N/N=C/c1cc2c(cc1Br)OCO2
·	?	COCCOCC(O)CN1CCN(c2ccc(C)cc2)CC1 (stereo not given)
·	?	CCOc1cccc(C2C(C#N)=C(N)Oc3cc(C)[nH]c(=O)c32)c1OCC (stereo not given)
·	?	CCCCc1cc(=O)oc2cc(C)cc(OC(C)C(=O)NCc3ccncc3)c12 (stereo not given)

The list goes on:
S3 lipid droplet cell count max	S3 lipid droplet	SMILES
·	i	COc1cccc(CN(C)C(=O)c2ccc(Oc3ccccc3)cc2)c1OC
·	?	CCCCCn1c(CN2CCN(C)CC2)nc2c1c(=O)n(C)c(=O)n2C
·	-2%	COc1cc(OC)cc(C(=O)NNC(=O)CCC(=O)c2cccs2)c1
·	?	O=C(Cc1cccs1)N1CCCC(c2nc3c(nnn3Cc3ccccc3Cl)c(=O)[nH]2)C1 (stereo not given)
·	?	CNC(=O)COc1ccc(-c2nn(C)c(=O)c3ccccc23)cc1
0	-29%	Cc1ccc(CCNS(=O)(=O)c2cc3c(cc2C)n(C)c(=O)c(=O)n3C)cc1
-4	3%	Cc1cc(Nc2cccc(F)c2)n2ncnc2n1
·	?	CC(C)CC1NC(=O)N(CC(=O)Nc2ccc(-c3ccccc3)cc2)C1=O (stereo not given)
·	?	CC(NC(=O)CCn1ccc2cc(S(=O)(=O)N3CCCC3)ccc21)c1ccccc1 (stereo not given)
·	i	Cc1ccc2sc(-c3ccc(NC(=O)c4cc(-n5cnnc5)ccc4Cl)cc3)nc2c1
-5	-18%	COc1ccccc1C1(CC(=O)O)CCOC(C(C)C)C1 (stereo not given)
-26	i	Cc1cc(C(F)(F)F)nn1Cc1ccc(C(=O)NCc2ccco2)o1
·	?	O=C(CSc1nnc(NC2CC2)s1)Nc1ccc(N2CCOCC2)cc1
·	?	CCN(CC(=O)Nc1ccc(NC(C)=O)cc1)C(=O)c1oc2ccccc2c1C
·	?	O=C(O)C1CCN(S(=O)(=O)c2ccc(Oc3ccccc3)cc2)CC1
·	i	CCOc1cc(C(=O)N(C)Cc2cc3cc(OC)ccc3[nH]c2=O)cc(OCC)c1OCC
-2	14%	CCS(=O)(=O)N1CCCC(C(=O)NCc2cccnc2)C1 (stereo not given)
·	?	CCO[C@@H]1OC(C(=O)N2CCCCCCC2)=C[C@H](c2csc3ccccc23)[C@H]1CCCO
·	?	CCn1cc(S(=O)(=O)NCc2ccc3c(c2)OCO3)cn1
12	0%	CCc1cc2c(=O)c(-c3nc4ccccc4n3C)coc2c(CN2CCN(C)CC2)c1O

Arranged by the number under S3 lipid droplet (lowest first): 3 from the list above
| SMILES | S3 lipid droplet |
| --- | --- |
| Cc1ccc(CCNS(=O)(=O)c2cc3c(cc2C)n(C)c(=O)c(=O)n3C)cc1 | -29% |
| CCc1cc2c(=O)c(-c3nc4ccccc4n3C)coc2c(CN2CCN(C)CC2)c1O | 0% |
| Cc1cc(Nc2cccc(F)c2)n2ncnc2n1 | 3% |

Later entries.
S3 lipid droplet cell count max	S3 lipid droplet	SMILES
·	9%	CCN(CC)S(=O)(=O)c1ccc(-c2cn3cc(Cl)ccc3n2)cc1
·	?	NC(=O)c1nsc(C(=O)N(c2ccc(F)cc2)C(C(=O)NCC2CCCO2)c2ccc3ncccc3c2)c1N (stereo not given)
·	?	O=C1COc2ccc(NC(=O)N3CCN(c4ccc(F)cc4)CC3)cc2N1
·	?	Cc1cc(NCCN2CCOCC2)n2c(nc3ccccc32)c1C#N
-9	6%	Cc1cc(C)c(NC(=O)c2ccc(CNS(=O)(=O)c3cc(C(F)(F)F)ccc3Cl)cc2)c(C)c1
1	-13%	Cc1ccc(S(=O)(=O)NCC(=O)N(CC(=O)NCc2ccco2)Cc2ccco2)cc1
2	-2%	c1ccc2c(c1)COC(CN1CCCCC1)OC2
·	?	CC(=O)Nc1ccc(NC(=O)c2ccccc2-n2cnnn2)cc1
0	-1%	CC1CN(C(=O)c2ccccc2)C(=Nc2cccc(S(=O)(=O)N(C)C)c2)S1 (stereo not given)
·	?	C=C(C)[C@@H]1CC[C@]2(C(=O)O)CC[C@]3(C)[C@H](CC[C@@H]4[C@@]5(C)CC[C@H](O)C(C)(C)[C@@H]5CC[C@]43C)[C@@H]12
·	?	CCC1CCc2sc(C(=O)NNC(=S)NCC3CCCO3)cc2C1 (stereo not given)
·	?	Cc1cccc(OCCn2ccnc2)c1C
·	?	CCN(CC)CCn1c2c(c(SCC(=O)NCc3ccccc3)nc1=O)CCC2
-13	0%	COC(=O)c1scc(C)c1NC(=O)C1CCCCC1
-6	-18%	Cc1cc(C(=O)O)ccc1-c1ccc(/C=C2\NC(=O)N(Cc3ccccc3Cl)C2=O)o1
·	?	COc1ccc(Cl)cc1NC(=S)Nc1cccnc1
·	?	CCn1ncc([N+](=O)[O-])c1C(=O)N1CCCC1
·	?	O=C(CC1c2ccccc2Oc2ccccc21)Nc1ccccc1C(F)(F)F
·	?	Cc1nn(-c2ccccc2)c(Cl)c1C(=O)NCC1CCCO1 (stereo not given)
·	?	CCc1c(C)nc(SCC(=O)Nc2ccc(Br)cc2)[nH]c1=O

Next part
S3 lipid droplet cell count max	S3 lipid droplet	SMILES
3	13%	CCOc1ccc(CN2CCN(C(=O)c3ccccc3)CC2)cc1
-15	-14%	CC(=O)c1cccc(NS(=O)(=O)c2cc3c(cc2C)N(C(C)=O)CCO3)c1
1	17%	Cc1ccc(C(C(=O)NC2CCCC2)N2CCCCC2)cc1 (stereo not given)
-13	0%	C/C=C/C=C/C(=O)N1CC[C@]23c4ccccc4N[C@H]4N(C)c5cccc6c5[C@]42CCN([C@H]6C2OC2(C)C)[C@H]13 (stereo not given in full)
1	17%	O=C(CN(Cc1cccs1)C(=O)CNS(=O)(=O)c1ccc(F)cc1)NCc1ccco1
·	?	CN(CCOc1ccccc1)C(=O)CCc1c[nH]c2ccccc12
·	?	O=C(CC(O)(C(F)(F)F)C(F)(F)F)Nc1ccc(Cl)c(Cl)c1
·	?	COc1ccc(CNC(=O)COC(=O)CN2C(=O)COc3ccccc32)cc1
-19	18%	CCN1C(=O)[C@H]2[C@@H](c3ccc(-c4ccc(Cl)c(Cl)c4)c(OC)c3)N[C@@](C)(C(=O)OC)[C@H]2C1=O
·	?	CCOc1cc2c3c(c1)C1(C(=O)N3C(C)(C)CC2C)C(C#N)=C(N)N2C(=C1C#N)Nc1ccccc12 (stereo not given)
·	?	CCCCNC(=O)CSc1nc2ccsc2c(=O)n1C1CCN(C(=O)OCC)CC1
·	?	Oc1ccccc1-c1nc(/C=C/c2ccccc2)nn1-c1ccccc1
16	8%	COc1ccccc1C(=O)NCCC(=O)N1CCN(C(C)=O)CC1
·	?	CC1=NN(C(=S)Nc2ccccc2)C(C)(C)C1
·	?	CC(OC(=O)C1CCN(S(=O)(=O)c2ccc(C(C)(C)C)cc2)CC1)C(=O)N1CCOCC1 (stereo not given)
19	i	O=C(CN1C(=O)CSc2ccc(S(=O)(=O)N3CCOCC3)cc21)N1CCCCC1
6	-29%	Cc1ncccc1C(=O)N1CCCC(CCC(=O)N2CCN(c3ccccn3)CC2)C1 (stereo not given)

Not all compounds are listed (hit frequency here may not be typical).
